Source: PubChem (several laboratories)
SR-BI DiI-HDL act – activators of SR-BI mediated HDL lipid uptake; CHO ldlA[mSR-BI] cells, DiI-HDL uptake fluorescence, 3 h; 100 = double the neutral-control signal; activation, % at 12.5 µM; hit rate 0.096% among 320,000; AID 504775;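 active = mean replicate activation of at least 60% and every replicate at or above 60%; inconclusive = mean or all-replicate condition met, but not both; inactive = mean below 60% and not all replicates reaching 60%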;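 also: 0% = median plate neutral-control signal and 100% = twice that signal; values of inactives mirror those of a sister screen read the other way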
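Test system: SR-BI-overexpressing, LDLR-lacking CHO cells; Also added: labelled HDL, 10 µg/mL; Measured by: bottom-read cell fluorescence after medium removal, ex 550/em 595 nm; Timing: 3 h uptake period with compound, 37 °C; Buffer or medium: F12, 0.5% BSA, 25 mM HEPES; Doses: single compound concentration, delivered by pin transfer.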
SR-BI HDL uptake – mouse SR-BI HDL lipid transfer inhibition; Q61009; ldlA[mSR-BI] CHO cells, DiI-HDL uptake fluorescence, 3 h; inhibition, % at 12.5 µM; hit rate 0.96% among 320,000;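 active = mean replicate inhibition of at least 70% and a set share of replicates each scoring 70 or more; inconclusive = meets just one of the two criteria; inactive = fails both criteria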;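 also: 0% = median of neutral control wells and 100% = median of positive control wells; values of inactives mirror those of a sister screen read the other way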
PKA-R2B activ – activates the human PKA-R2B holoenzyme complex. P22694+P31323. PKA-R2B holoenzyme dissociation, Cy5-IP20 fluorescence polarization; R2B truncated from residue 108, S112A mutant; 0% DMSO only, 100% 113 µM cGMP. AID 504700. hit rate 0.079% among 340,000. activation, % at 11.4 µM;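 active = activation above a cutoff set at the mean over all compounds plus 3 SD, cut at about 18% in these data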;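 also: higher means more holoenzyme dissociation and a rise in polarization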
PKA-R1A act – PKA-R1A complex activation | activation, % at 11.4 µM | AID 504707 | PKA-R1A dissociation, Cy5-IP20 fluorescence polarization; scaled: DMSO 0%, 113 µM cGMP 100% | P00514+P68181 | hit rate 0.083% among 340,000;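 active = percent activation above the mean of all tested compounds plus 3 SD, cut at about 19% in these data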;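 also: higher means more PKAc released from R1A so a rise in polarization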
NSD2 inh – inhibitors of human histone methyltransferase NSD2; O96028; NSD2 peptide methylation, AlphaScreen, 120 min; inhibition, % at 12.5 µM; hit rate 0.54% among 310,000; in the data active = inhibition above about 50%
CDK5 p35 inh – blocks human CDK5/p35 kinase activity; Q00535+Q15078; Recombinant CDK5/p35, ADP-Glo luminescence, 60 min; inhibition, % at 10 µM; hit rate 0.01% among 330,000; AID 488839;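 active = highest replicate inhibition of at least 50% and at least 75% of replicates reaching 50%; inconclusive = only one of the two criteria met; inactive = both criteria failed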;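 also: plate controls were DMSO neutral control for no effect and GW8510 at 10 µM for full effect; many of its hits are not listed in these tables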
Mot1-301 SUMO – inhibitors of SUMOylation pathway: yeast Mot1-301 growth rescue. S. cerevisiae Mot1-301 growth rescue, ATP luminescence, 38.5C; percent above DMSO median, 100 means doubled. growth rescue, % at 18.8 µM. hit rate 1% among 320,000;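 active = every valid replicate shows activation above 250% relative to neutral control wells; inactive = the rest, any valid replicate at or below 250%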;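 also: OY570 slx delta 5 strain wells were the positive control but not used for scaling; some compounds called inactive have numbers as strong as hits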
MITF TRPM1 HTS – MITF TRPM1 promoter activation in melanoma cells; activation, % at 12.5 µM; hit rate 0.75% among 300,000; SK-MEL-5 TRPM1-promoter luciferase, 24 h; % of positive control, neutral wells = 0;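 active = mean activation of at least 80% with every replicate also reaching 80%; inconclusive = mean reaches 80% but some replicate falls short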;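 also: 0% = neutral control wells and 100% = parthenolide positive control wells; values of inactives mirror those of a sister screen read the other way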
DSG3 Ab inh – blocks pemphigus antibody binding to human desmoglein-3; hit rate 0.48% among 310,000; P32926; binding (percent of control), % at 10 µM; DSG3-coupled beads, scFv-anti-DSG3-GFP binding, flow cytometry; stronger effect = lower value;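 active = binding more than 3 SD below its plate's average and above zero; inconclusive = below that plate limit but binding exactly zero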; also: some compounds called inactive have numbers as strong as hits
Target sequence (P32926 whole entry, looked up): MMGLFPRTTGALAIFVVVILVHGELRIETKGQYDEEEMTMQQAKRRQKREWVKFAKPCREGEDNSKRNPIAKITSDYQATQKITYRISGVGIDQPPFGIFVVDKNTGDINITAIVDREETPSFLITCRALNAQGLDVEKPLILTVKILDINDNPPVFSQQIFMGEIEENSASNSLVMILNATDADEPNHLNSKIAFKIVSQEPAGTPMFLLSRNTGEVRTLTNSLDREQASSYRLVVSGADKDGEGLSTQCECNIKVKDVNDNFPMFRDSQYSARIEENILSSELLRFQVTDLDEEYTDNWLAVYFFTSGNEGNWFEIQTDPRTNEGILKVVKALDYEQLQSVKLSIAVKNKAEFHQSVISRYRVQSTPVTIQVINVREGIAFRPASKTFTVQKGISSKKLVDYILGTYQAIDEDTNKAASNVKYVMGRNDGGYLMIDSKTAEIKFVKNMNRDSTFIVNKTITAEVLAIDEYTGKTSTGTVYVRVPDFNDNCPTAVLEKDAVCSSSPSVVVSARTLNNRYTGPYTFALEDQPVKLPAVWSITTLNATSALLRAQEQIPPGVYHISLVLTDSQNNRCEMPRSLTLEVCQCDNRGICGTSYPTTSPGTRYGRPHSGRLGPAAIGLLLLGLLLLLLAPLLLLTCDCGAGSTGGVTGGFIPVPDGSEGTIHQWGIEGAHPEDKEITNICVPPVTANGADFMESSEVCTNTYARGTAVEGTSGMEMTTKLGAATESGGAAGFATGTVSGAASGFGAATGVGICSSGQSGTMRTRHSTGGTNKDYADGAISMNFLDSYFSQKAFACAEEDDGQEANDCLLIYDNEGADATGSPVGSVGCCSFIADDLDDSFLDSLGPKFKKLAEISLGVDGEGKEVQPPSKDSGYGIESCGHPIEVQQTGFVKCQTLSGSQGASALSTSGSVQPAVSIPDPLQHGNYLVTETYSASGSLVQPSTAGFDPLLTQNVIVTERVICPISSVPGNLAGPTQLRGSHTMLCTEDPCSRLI
Arr AP2 block – blocks beta-arrestin peptide binding to AP2 adaptin; inhibition, % at 10 µM; FITC-arrestin peptide / GST-AP2 beads, flow cytometry; AP2 beta2 appendage carries R879A mutation; hit rate 0.31% among 340,000;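 active = inhibition above a set limit, near 3 SD of compounds lacking own fluorescence, cut at about 54% in these data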;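 also: plate controls were DMSO wells for no effect and 5 µM unlabelled arrestin peptide for full effect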
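System: GST-AP2 R879A glutathione beads | Also added: FITC-arrestin peptide, 50 nM | Times: 12 min plus 1 h, RT | Signal: Bead flow cytometry, FITC channel | Buffer or medium: PBS with 0.05% Tween 20 and 0.1% BSA | Read-out basis: Percent drop in bead-associated FITC signal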
dFosB act – activators of mouse delta FosB homodimer; P13346; purified delta FosB, TAMRA-CDK5 oligo fluorescence polarization; percent of positive-control signal above neutral wells; activation, % at 25 µM; hit rate 0.99% among 340,000; AID 493131;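 active = mean activation above about 17%, with every replicate also reaching it, limit read from the data, passing the limit was not always enough; inconclusive = only one of the two conditions met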;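 also: fluorescence polarization rise as delta FosB binds a TAMRA Cdk5 AP-1 oligo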
* = called active by the depositor; ? = inconclusive; · = not tested or not shown.

SMILES	SR-BI DiI-HDL act	SR-BI HDL uptake	PKA-R2B activ	PKA-R1A act	NSD2 inh	CDK5 p35 inh	Mot1-301 SUMO	MITF TRPM1 HTS	DSG3 Ab inh	Arr AP2 block	dFosB act
CC(C)c1ccc(OCC(=O)NC(Cc2c[nH]c3ccccc23)C(=O)O)cc1 (stereo not drawn)	-9	9	3	-3	-1	-0.6	261	-3	107	26	-11
O=C(NC(=S)Nc1ccc(Cl)cc1Cl)C1CC1	-3	3	4	-7	5	-0.3	30	71	95	0	-4
CC1Cc2ccccc2N1C(=O)c1ccc2nccnc2c1 (stereo not drawn)	-18	18	-6	-10	0	-0.6	22	-14	98	-2	-6
O=[N+]([O-])c1cccc(S(=O)(=O)Nc2ccc(Cc3ccncc3)cc2)c1	·	·	1	-1	2	-0.7	-15	-12	99	0	-10
COc1ccc(C(=O)NC(=S)Nc2ccccc2N2CCCCC2)cc1[N+](=O)[O-]	-65	65	-5	0	0	0.0	-25	-4	94	-9	-16
COC(=O)C(CCSC)NC(=O)/C=C/c1ccc(OC)cc1 (stereo not drawn)	24	-24	2	-1	-12	-0.3	4	7	106	19	4
COc1ccc(C(=O)N(C)Cc2ccc(OC)c(OC)c2OC)cc1S(=O)(=O)N1CCOCC1	9	-9	6	2	-3	0.0	·	2	·	53	-9
C=CCn1c2ccccc2c2nnc(SCCN3CCOCC3)nc21	-10	10	-4	6	1	1.8	-4	-3	110	12	-17
COc1ccc(C(=O)N(C)C2CCCCC2)cc1OC1CCN(C(C)C)CC1	-8	8	5	5	6	-2.8	-1	4	·	2	8
CC(=O)c1ccc(NC(=O)c2noc3c2CCCCC3)cc1	-9	9	-7	-1	-2	0.0	-6	89*	100	21	-18
COc1ccc(C(=O)NC2CC3CCCC(C2)N3CC(C)C)cc1OC (stereo not drawn)	-4	4	2	-1	8	0.2	-23	·	95	-1	-2
CC(=O)Nc1ccc(C(=O)COC(=O)C2CC2C)c(F)c1 (stereo not drawn)	6	-6	-7	6	-1	-0.2	·	107*	104	-1	2
Cc1nc2c(Cl)cccc2[nH]1	16	-16	-5	1	-3	0.5	-14	-7	·	-3	-9
O=C(Cn1cnc2c(cnn2-c2ccccc2)c1=O)Nc1ccc(S(=O)(=O)N2CCOCC2)cc1	·	·	6	-1	0	-8.9	35	-2	95	2	-3
Cc1csc(-c2cnn(-c3ccccc3)c2NC(=O)c2ccccc2)n1	4	-4	-4	2	0	-0.9	-29	·	101	-1	-7
CC(Sc1nnc(NC2CCCCC2)s1)C(=O)Nc1ccc2c(c1)C(=O)c1ccccc1C2=O (stereo not drawn)	-51	51	0	-11	1	-0.2	-5	68	95	-2	-9
CCOC(=O)c1c(N)sc(C(=O)N2CCOCC2)c1C	12	-12	-6	-1	2	-0.4	8	13	102	8	-1
CC[C@]12c3[nH]c4cc(CCC(=O)N(C)C)ccc4c3CCN1C(=O)[C@@H](CC(=O)NCCc1ccccn1)C[C@@H]2C(=O)N1CCN(C(=O)c2ccco2)CC1	-1	1	-2	-1	·	-2.0	·	19	103	-4	-6
N#Cc1ccc(N2CCN(C(=O)c3cccs3)CC2)c(F)c1	-10	10	-2	0	14	-0.8	17	16	102	-10	-2
Nc1cc(S(=O)(=O)N2CCCCC2)ccc1Oc1ccc(Cl)cc1	14	-14	-3	-6	-3	0.6	·	-5	99	-27	-1
CC(=O)c1c(C)[nH]c(C(=O)Nc2nc(-c3ccccc3)c(C)s2)c1C	-20	20	0	1	·	0.2	-8	111*	102	10	-12
Cc1cccc(CCNC(=O)C2CCN(S(=O)(=O)N3CCOCC3)CC2)c1	10	-10	-5	-3	2	-0.8	10	0	100	29	1
CCN(CC)c1ccc(NC(=O)CN2CCN(CC(=O)Nc3ccc(F)cc3)CC2)cc1	-53	53	2	8	7	-2.4	5	6	·	7	-15
Cc1ccc(NC(=S)N2CCN(C(=O)c3ccccc3)CC2)c(C)c1	-12	12	3	9	-3	-0.4	440*	2	106	-1	1
COc1cc(C2C(C(=O)/C=C/c3ccccc3)=C(O)C(=O)N2c2ccccn2)ccc1O (stereo not drawn)	-2	2	-1	0	10	-2.9	2	-6	96	1	5
CCN(CC)CCN1c2ccccc2Sc2ccccc21	19	-19	-7	-11	12	0.4	4	9	·	0	-5
CC(=O)Oc1cccc(N2C(=O)C3CC=CCC3C2=O)c1 (stereo not drawn)	6	-6	-1	-10	1	0.9	732	4	79	-4	5
O=C(O)C1CCN(c2ccc(Cl)nn2)CC1	27	-27	-11	3	-2	-0.8	-6	-11	109	1	0
CN1C(=O)C2(OCC(CO)([N+](=O)[O-])CO2)c2ccccc21 (stereo not drawn)	-1	1	-15	1	-1	1.3	2	·	94	5	1
Cc1cc(C(=O)Nc2ccccc2C(=O)O)ccc1NC(=O)COc1cccc(C)c1C	-16	16	7	8	2	1.5	-10	-7	116	45	1
Cc1ccc(-n2c(C)cc(/C=N\NC(=O)CC(=O)NC(C)C)c2C)cc1	8	-8	-13	-4	8	-1.1	8	-5	108	-3	-11
CCOc1cccc(CN2CCCC(C(=O)c3cccc(C(F)(F)F)c3)C2)c1O (stereo not drawn)	3	-3	1	-7	0	-2.3	-11	-7	110	42	-1
CCN1CCN(C(c2cccnc2)c2cc(Cl)c3cccnc3c2O)CC1 (stereo not drawn)	12	-12	-1	-1	·	0.8	·	7	98	15	-4
c1cncc(-c2cnc3ccccc3c2)c1	33	-33	-6	5	·	1.4	16	60	101	-5	-21
COc1ccc(NC(=O)CSCC(=O)NCc2cccc(C(F)(F)F)c2)cc1	15	-15	5	-2	-1	-2.3	-4	-2	97	3	-13
O=C(c1cnn2c(C(F)F)cc(-c3ccccc3)nc12)N1CCN(Cc2ccc3c(c2)OCO3)CC1	·	78*	-11	-18	·	-0.4	-16	21	103	-14	-11
Cc1ccc(CSc2nc3c(c(N(C)C)n2)CCCC3)cc1	-32	32	5	-15	1	0.4	-12	5	96	5	-4
CCn1c(SCC(=O)Nc2ccccc2C(=O)OC)nnc1-c1ccc(N)cc1	-18	18	5	5	0	2.7	5	0	94	-6	-8
CC(C)(C)C(=O)N1CCN(c2ccc(Cl)cc2[N+](=O)[O-])CC1	-8	8	-3	4	5	-0.5	-2	17	112	15	-9
Cc1occc1C(=O)N/N=C/C=C/c1ccccc1	24	-24	-1	-4	-3	3.2	·	?	100	-4	-10
CCn1c(C)c(C(C)=O)c(N2CCC(C(N)=O)CC2)nc1=S	5	-5	-2	-12	-9	0.2	-13	-4	·	-4	7
COc1ccc(OC)c(/C=N/NC(=O)C(=O)N2CCCCCC2)c1	2	-2	-3	-4	0	-0.1	12	-17	98	16	-1
O=C(O)c1ccccc1NC(c1ccccc1)c1ccc(Cl)cc1 (stereo not drawn)	·	·	7	-13	5	-2.4	6	-9	98	0	-10
Cc1cc(-c2nnc(SCCC(=O)Nc3ccccc3)o2)no1	4	-4	-7	7	6	0.8	12	-18	113	-12	-5
O=C(CSc1cccc(C(F)(F)F)c1)Nc1nnc(C2CC2)s1	8	-9	-5	-9	-1	1.9	-1	·	·	-3	-9
Cc1ccc(NC(=O)c2ccc(Cl)nc2)cc1	4	-4	4	8	-2	0.5	-13	22	99	-4	-4
O=C(NCc1cccnc1)Nc1ccc(Cl)cc1Cl	19	-19	1	-5	-5	1.2	7	13	100	18	3
CC(C)(C)[C@H]1C=C(C(=O)NCc2nc3ccccc3[nH]2)O[C@@H](OCCCCO)C1	15	-15	-4	-6	·	2.8	-15	3	97	3	-5
ON1C2CCCCC2N(O)C1c1ccccc1C(F)(F)F (stereo not drawn)	21	-21	-9	-11	-3	1.2	23	-15	76	-8	8
COc1cccc(C(=O)N2CCN(C(=O)C3COc4ccccc4O3)CC2)c1 (stereo not drawn)	-14	14	3	3	-1	0.2	5	13	96	9	-5
COc1ccc(Cl)cc1NC(=O)c1nnn(CC(=O)Nc2cc(C)cc(C)c2)c1N	-12	12	3	-1	4	0.5	14	7	·	3	103*
CCOCCCNC(=O)C1CCCN(S(=O)(=O)c2cccc3nsnc23)C1 (stereo not drawn)	20	-20	-1	-19	1	-0.4	10	0	101	-1	0
CN(CC1CCCN(CCc2ccc(Cl)cc2)C1)C(=O)CC(F)(F)F (stereo not drawn)	6	-6	-6	2	-1	1.6	6	·	106	11	-6
CC(C)CO/C(=N/S(=O)(=O)c1ccccc1)c1ccccc1	10	-10	3	-2	-8	0.2	4	2	99	-4	0
CCOc1ccc2nc(N3CCCC(C(=O)NCCCN4C(C)CCCC4C)C3)sc2c1 (stereo not drawn)	-31	31	-10	1	3	1.8	-7	28	·	-4	-4
Cc1cccc(C)c1NC(=O)CNC(=O)C(C)N(C)CC(=O)Nc1ccc(F)cc1 (stereo not drawn)	18	-18	-8	-5	-1	0.4	·	2	108	-6	-1
Cc1ccc(S(=O)(=O)N2CCC(C(=O)NNC(=O)c3ccccc3O)CC2)cc1C	-72	72*	-8	7	1	-0.2	-6	-29	75	-7	1
CCc1ccc(-c2cc(C(=O)N/N=C/c3ccccn3)[nH]n2)cc1	-3	3	-5	-3	-6	0.6	7	24	99	-6	-18
O=C(CSc1ncc(-c2ccc(F)cc2)n1Cc1ccco1)Nc1ccc2c(c1)OCO2	-16	16	-11	-3	23	2.0	·	73	90	2	-12
O=C(CCCCCCCC(=O)NNC(=O)Nc1ccccc1)NNC(=O)Nc1ccccc1	12	-12	-8	3	0	-0.7	-5	12	87	7	11
Cn1c(=O)[nH]c(=O)c2c1nc(N1CCCCC1)n2CCSc1nc2ccccc2o1	6	-6	5	1	·	2.1	-10	·	87	-1	2
